# NCI-60 one-dose screen, 48 h, at 10 µM unless noted. Numbers give growth in % (100 = growth as untreated, 0 = no growth, -100 = all killed).
# M14: M14 melanoma | hit rate 6.2% among 80,000
# MALME-3M: MALME-3M melanoma; hit rate 5.8% among 78,000
# HOP-92: HOP-92 NSCLC cells; hit rate 6.3% among 71,000
# UACC-62: UACC-62 melanoma; hit rate 5.4% among 81,000; AID 1794756
# EKVX: EKVX NSCLC | hit rate 3% among 71,000 | AID 1794765
# UACC-257: UACC-257 melanoma | hit rate 4.4% among 78,000 | AID 1794764
# HOP-62: HOP-62 NSCLC | hit rate 3.9% among 80,000
# A549/ATCC: A549/ATCC NSCLC. hit rate 3.7% among 81,000. AID 1794740
# An asterisk follows results filed as active; . = no result given; & = joins results of further samples. The calls were made as follows: active = growth percent below 10; inactive = the rest.
item	Molecule	UACC-62	A549/ATCC	HOP-92	MALME-3M	M14	EKVX	UACC-257	HOP-62
1	O=C(NCCN1CCC(O)CC1)c1cc2c(o1)C(=O)c1ccccc1C2=O	-89*	-58*	-67*	-99*	-85*	-77*	-87*	-67*
2	C=CCn1c(CN2CCN(c3cc4c(cc3F)c(=O)c(C(=O)O)cn4C3CC3)CC2)n[nH]c1=S	100	101	104	85	107	101	105	100
3	FC(F)(F)C(F)(F)C(F)(F)C(F)(F)C(F)(F)C(F)(F)OC(F)(F)C(F)(F)C(F)(F)C(F)(F)C(F)(F)C(F)(F)F	105	103	91	115	102	123	110	111
4	CCOC(=O)C(C(=O)OCC)(C1CCCCCC1)N1CCCCC1	92	106	.	97	103	.	113	107
5	COC(=O)C1C2OC(C(Br)C2Br)C1C(=O)OC (stereo not drawn)	107	99	117	110	108	111	105	90
6	Clc1ccc(/C=N/N=c2\scc(-c3ccc(Br)cc3)n2/N=C/c2ccc(Cl)cc2)cc1	91	76	110	92	96	83	75	73
7	CC1=C(C(=O)c2cnccn2)C(c2ccc(F)cc2)NC(=O)N1 (stereo not drawn)	104	107	98	100	107	98	109	101
8	OC(CCCCCCCCC(O)CN1CCc2ccccc2C1)CN1CCc2ccccc2C1 (stereo not drawn)	101	101	.	98	109	89	99	103
9	Cc1ccc(O)c(O)c1	86	90	.	122	98	81	95	95
10	COc1cc2oc(-c3cccc(C(=O)NCC(=O)OC(C)(C)C)c3)cc(=O)c2c(OC)c1OC	79	85	81	73	131	98	105	88
11	O=c1[nH]c(N2CCCCC2)nc2nccc(-c3ccncc3)c12	103	101	59	108	121	.	95	116
12	N/C(=N\C(N)=N\c1nc2ccccc2s1)c1ccc(C(F)(F)F)cc1	98	6.3*	82	101	.	55	115	91
13	Cn1c(=O)c2c(nc(Sc3nc(N)cc(=O)[nH]3)n2CC(=O)N2CCc3ccccc32)n(C)c1=O	96	97	102	91	92	82	103	88
14	COc1ccc(C2=Nc3c(C)nn(-c4ccccc4)c3NC(c3ccc(Oc4ccnc5cc(Cl)ccc45)c(OC)c3)C2)cc1 (stereo not drawn)	76	84	.	96	95	.	98	113
15	COc1ccccc1C(C#N)N1CCCN(C(C#N)c2ccccc2OC)C1c1cc(Cl)cc(Cl)c1O (stereo not drawn)	102	90	102	109	121	121	95	99
16	O=C(O)/C=C/C(=O)c1ccc(Cl)cc1	109	95	119	110	101	114	93	112
17	Cc1ccc(-c2nnc(-c3ccncc3)o2)c(N)c1C	98	87	.	95	104	96	94	85
18	O=C1/C=C(/c2cc3ccccc3o2)Nc2ccccc2NC1=O	92	106	74	85	96	84	.	98
19	CCCC1OC(c2ccc(C(C)C)cc2)OCC1CC (stereo not drawn)	102	76	101	106	101	101	.	74
20	CS(=O)(=O)c1ccc(-n2nc(-c3ccc(Br)cc3)c3ccccc3c2=O)cc1	97	98	86	.	107	.	97	97
21	O=[N+]([O-])c1ccc(O)c(/C=N\Nc2ccc(S(=O)(=O)O)cc2)c1	100&86	91&99	88	114&106	116&103	100&96	101&95	104&98
22	C[C@H]1[C@H](/C=C/c2ccccc2)[C@@H]1CCO	93	94	90	100	99	99	100	97
23	Cc1ccc(Cl)cc1NC(=O)OCCN(C)C(=O)Nc1cc(Cl)ccc1C	80	78	76	97	104	.	.	96
24	COC(=O)c1nc(N)nc(C(=O)OC)c1C(=O)c1ccc(C)cc1	106	107	118	105	116	103	106	101
25	Cc1nc(NC(=S)Nc2ccc(F)cc2)sc1C(=O)NNC(=S)Nc1ccc(F)cc1	37	66	20	125	51	63	82	.

# 4 entries from above, with each value named:
2	C=CCn1c(CN2CCN(c3cc4c(cc3F)c(=O)c(C(=O)O)cn4C3CC3)CC2)n[nH]c1=S
  UACC-62 = 100; A549/ATCC = 101; HOP-92 = 104; MALME-3M = 85; M14 = 107; EKVX = 101; UACC-257 = 105; HOP-62 = 100

3	FC(F)(F)C(F)(F)C(F)(F)C(F)(F)C(F)(F)C(F)(F)OC(F)(F)C(F)(F)C(F)(F)C(F)(F)C(F)(F)C(F)(F)F
  UACC-62 = 105; A549/ATCC = 103; HOP-92 = 91; MALME-3M = 115; M14 = 102; EKVX = 123; UACC-257 = 110; HOP-62 = 111

4	CCOC(=O)C(C(=O)OCC)(C1CCCCCC1)N1CCCCC1
  UACC-62 = 92; A549/ATCC = 106; HOP-92 = .; MALME-3M = 97; M14 = 103; EKVX = .; UACC-257 = 113; HOP-62 = 107

5	COC(=O)C1C2OC(C(Br)C2Br)C1C(=O)OC (stereo not drawn)
  UACC-62 = 107; A549/ATCC = 99; HOP-92 = 117; MALME-3M = 110; M14 = 108; EKVX = 111; UACC-257 = 105; HOP-62 = 90

# Quoted at random: 3 entries already listed
item	Molecule	UACC-62	A549/ATCC	HOP-92	MALME-3M	M14	EKVX	UACC-257	HOP-62
10	COc1cc2oc(-c3cccc(C(=O)NCC(=O)OC(C)(C)C)c3)cc(=O)c2c(OC)c1OC	79	85	81	73	131	98	105	88
22	C[C@H]1[C@H](/C=C/c2ccccc2)[C@@H]1CCO	93	94	90	100	99	99	100	97
23	Cc1ccc(Cl)cc1NC(=O)OCCN(C)C(=O)Nc1cc(Cl)ccc1C	80	78	76	97	104	.	.	96

# The main list resumes with the 6 entries that preceded the break.
item	Molecule	UACC-62	A549/ATCC	HOP-92	MALME-3M	M14	EKVX	UACC-257	HOP-62
20	CS(=O)(=O)c1ccc(-n2nc(-c3ccc(Br)cc3)c3ccccc3c2=O)cc1	97	98	86	.	107	.	97	97
21	O=[N+]([O-])c1ccc(O)c(/C=N\Nc2ccc(S(=O)(=O)O)cc2)c1	100&86	91&99	88	114&106	116&103	100&96	101&95	104&98
22	C[C@H]1[C@H](/C=C/c2ccccc2)[C@@H]1CCO	93	94	90	100	99	99	100	97
23	Cc1ccc(Cl)cc1NC(=O)OCCN(C)C(=O)Nc1cc(Cl)ccc1C	80	78	76	97	104	.	.	96
24	COC(=O)c1nc(N)nc(C(=O)OC)c1C(=O)c1ccc(C)cc1	106	107	118	105	116	103	106	101
25	Cc1nc(NC(=S)Nc2ccc(F)cc2)sc1C(=O)NNC(=S)Nc1ccc(F)cc1	37	66	20	125	51	63	82	.
26	CCOc1ccccc1N1C(=O)CC(Sc2ccccc2N)C1=O (stereo not drawn)	86	101	.	111	117	99	106	98
27	O=C1CCN(Cc2ccco2)C(=S)N1	103	107	112	115	113	.	101	103
28	COc1cc(Nc2cc(O)c3c(=O)cc(-c4ccccc4)oc3c2)cc(OC)c1	43	26	80	74	28	38	78	36
29	COc1ccc(-c2nnc(COc3ccc(NC(=O)Nc4cc(C(F)(F)F)cc(C(F)(F)F)c4)cc3F)o2)cc1	16	3.9*	.	-17*	18	.	0.9*	12
30	CN1CCN(Cc2ccc(NC(=O)c3[nH]ncc3Nc3ncnc4sccc34)cc2)CC1	8.8*	13	-13*	17	23	16	34	22
31	COc1cc2cc3c(nc2cc1OC)CCN3Cc1ccc(NC(=O)Nc2ccc(F)cc2F)cc1	69	69	.	93	82	.	77	105
32	NC1=CSc2ncnc3ncn1c23	101	106	75	89	97	.	102	102
33	O=C1CSC(c2cn(-c3ccccc3)nc2-c2ccc(F)cc2)N1c1ccccc1 (stereo not drawn)	95	103	99	114	103	101	108	103
34	CN1CCN(c2ccc(NC(=O)c3cncnc3Nc3ccc4c(ccn4Cc4cccc(F)c4)c3)cc2)CC1	54	43	60	-83*	-59*	86	65	8.4*
35	Cc1ncc(CO)n1Cc1ccc(Cl)cc1	104	100	90	99	108	.	102	101
36	c1cc2cccc3c4cccc5cccc(c(c1)c23)c54	93	125	90	119	106	104	125	98
37	COc1ccc(-c2nc(-c3ccccc3)c(-c3ccccc3)n2C2CC2)cc1OC1CCCC1	46	35	96	70	55	.	67	75
38	Cc1c2ccccc2nc(CSc2ccccc2)[n+]1[O-]	92	108	99	99	102	78	113	93
39	N#CCCN1C/C(=C/c2ccc(Br)cc2)C(=O)/C(=C/c2ccc(Br)cc2)C1	-75*	-38*	.	-48*	-55*	.	-33*	-59*
40	COC(=O)CC[C@H](Nc1nc(N)nc(N(C)C2CCCCC2)c1C=O)C(=O)OC	99	102	85	.	107	102	104	104
41	CC(C)OC(=O)Nc1ccc(-c2nc(-c3cccc(OCCN4CCOCC4)c3)c(-c3ccnc(Br)c3)[nH]2)cc1	15	40	30	-5.4*	31	50	34	28
42	C=C(c1ncc(C(=O)O)cn1)c1cc2c(cc1C)C(C)(C)CCC2(C)C	102	89	62	74	97	98	101	101
43	CCNC=O	116	103	110	154	105	108	113	107
44	CNC1(C(N)=O)CCN(Cc2ccccc2)CC1	105	98	97	107	104	108	101	110
45	O=C1N=C(N2CCOCC2)S/C1=C\c1cn(-c2ccccc2)nc1-c1ccccc1	78	95	95	.	84	90	82	68
46	COc1cccc(C(N)=O)c1	102	93	108	82	98	102	94	94
47	COc1cc(/C=C/c2cc(/C=C/c3ccc(O)c(OC)c3)n(-c3c(C)cccc3C)c(=O)n2)ccc1O	-11*	3.0*	-3.1*	-14*	8.1*	18	-6.5*	-2.1*
48	OCCC1CCCCC1	107	70	93	102	99	97	88	70
49	CCCC(=O)NNC(=O)CCC	100	93	.	109	113	98	89	108
50	Cc1ccc2oc(=O)cc(Cn3c4ccc(Cl)cc4c4ccc([C@@H](C)C(=O)O)cc43)c2c1	.	102	104	103	99	94	105	100
51	CCSc1ccnc(N)n1	99	118	98	86	112	104	102	94
52	N#Cc1c(-c2ccc(Cl)cc2Cl)c2c(N)nn(-c3ccccc3)c2oc1=O	96	103	91	105	101	98	95	95
53	Fc1ccc(/C=C/c2c(-c3ccc(F)cc3)nc3sc(-c4ccccc4)c(-c4ccccc4)n23)cc1	78	98	92	86	86	.	108	97
54	Oc1c(Cl)cc(Cl)cc1CNC1CCCCC1	94	95	105	111	94	107	92	94
55	N#CC(Cc1ccccc1)c1ccccc1 (stereo not drawn)	103	99	88	86	110	106	108	104
56	O=C1CNN=C(CCC(=O)c2nc3ccccc3[nH]2)N1	105	108	.	101	100	98	107	93
57	C(=C(\C1=NCCN1)n1cnc2ccccc21)/c1cccc2ccccc12	88	94	8.4*	92	70	87	95	89
58	C=CC(C)(C)[C@]1(C[C@@H]2NC(=O)[C@@H]3CCCN3C2=O)C(=O)Nc2c1ccc1c2C=CC(C)(C)O1	94	96	82	102	107	104	96	104
59	CC1=NC(=S)NC(c2ccccc2)/C1=C1/CC(c2ccccc2O)NN1 (stereo not drawn)	98	100	84	98	97	96	107	93
60	Cc1ccc(NC(=O)C23C4C5C2C2C3C4C52CN2CCN(C)CC2)cc1Nc1nccc(-c2cccnc2)n1 (stereo not drawn)	119	108	102	120	100	96	141	96
61	CNC(=O)Cn1nnc(CO)c1CCc1ccccc1	105	92	111	102	.	104	95	94
62	COc1ccc(/C=N/Nc2ncnc3c2c(C)nn3-c2ccc(Cl)cc2)cc1	104	105	87	110	.	101	116	103
63	COc1ccc(-c2c(N)noc2-c2cc(OC)c3c(c2)OCCO3)cc1	33	21	.	81	-16*	37	73	23
64	Oc1ccc(C=Nc2ccccc2O)cc1	.	90	111	104	102	98	90	108
65	O=C1c2cccc3c(N4CCOCC4)ccc(c23)C(=O)N1c1cccc(-c2nn(-c3ccccc3)cc2-c2nc3ccccc3s2)c1	102	122	113	109	108	105	129	123
66	CN1C(=O)CCC1C(=O)NNc1ccccc1 (stereo not drawn)	82	94	93	108	93	99	99	100
67	O=C1Nc2ccccc2/C1=C/c1cn(CCCn2c3ccccc3c(=O)c3ccccc32)c2ccccc12	.	97	83	99	91	60	109	80
68	O=C1/C(=C/c2cc(F)ccc2F)N=C2SCCCN12	102	92	108	103	103	101	97	84
69	C/C(=N\C(N)=O)c1nc2ccccc2n1CCBr	88	100	.	92	114	106	109	97
70	COc1ccc(NC(=O)CCn2cnc3c(cc(-c4ccccc4)n3-c3ccncc3)c2=O)cc1	100	109	104	122	101	103	114	117
71	CCOC(=O)N1CCc2c(sc3c2C(=O)N(Cc2ccccc2)S(=O)(=O)N3)C1	103	98	118	91	98	99	108	106
72	CC(=O)Nc1ccc2c(c1)Cc1cc(N3C(=O)C=CC3=O)ccc1-2	98	107	88	91	100	99	89	103
73	Cn1c(=O)c2nc(CC(=Nc3ccc(F)cc3)c3ccccc3)c(=O)[nH]c2n(C)c1=O	62	99	81	91	102	82	96	102
74	CCOC(=O)C1=C(N)N(c2ccc(Cl)cc2)C2=C(C(=O)CC(C)(C)C2)C1c1cccnc1 (stereo not drawn)	99	85	115	92	99	102	90	104

# Entries by screen from the list:
# Compounds 57–65 in MALME-3M, in turn: 92, 102, 98, 120, 102, 110, 81, 104, 109

# Source: PubChem
